Screening data: PubChem, The Scripps Research Institute Molecular Screening Center
GSTO1 counter: blocks human GSTO1 in RBBP9 counter-screen | P78417 | inhibition, % at 5.96 µM | AID 1974 | 300,000 compounds, 1.1% hits | recombinant GSTO1, activity-based probe fluorescence polarization;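 active = inhibition above the campaign mean inhibition plus 3 SD, cut at about 35% in these data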;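 also: 0% = GSTO1-1 with DMSO and 100% = wells lacking GSTO1-1 enzyme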
Target sequence (P78417 whole entry, looked up): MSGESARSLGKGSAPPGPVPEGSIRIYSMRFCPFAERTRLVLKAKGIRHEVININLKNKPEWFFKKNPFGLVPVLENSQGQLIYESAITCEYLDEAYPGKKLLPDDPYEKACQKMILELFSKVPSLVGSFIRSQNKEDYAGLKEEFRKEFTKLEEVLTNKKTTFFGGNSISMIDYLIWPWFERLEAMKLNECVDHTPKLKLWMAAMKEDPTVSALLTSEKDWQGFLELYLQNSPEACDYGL
PAFAH1B2 inh: blocks human PAF acetylhydrolase 1b catalytic subunit 2; P68402; recombinant PAFAH1B2, FP-rhodamine activity probe, fluorescence polarization; inhibition, % at 3.39 µM; 340,000 compounds, 1.2% hits; AID 492953;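 active = inhibition above the mean of all tested compounds plus 3 SD, cut at about 24% in these data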;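 also: 0% = enzyme with DMSO and 100% = wells lacking PAFAH1B2; many of its hits are not listed in these tables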
Target sequence (P68402 whole entry, looked up): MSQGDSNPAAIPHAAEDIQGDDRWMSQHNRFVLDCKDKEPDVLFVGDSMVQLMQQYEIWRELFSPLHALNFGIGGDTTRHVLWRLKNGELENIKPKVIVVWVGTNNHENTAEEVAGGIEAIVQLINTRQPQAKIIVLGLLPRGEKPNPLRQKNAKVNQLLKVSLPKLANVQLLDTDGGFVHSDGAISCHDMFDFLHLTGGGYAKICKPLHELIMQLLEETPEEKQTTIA
LYPLA1 inh: blocks human lysophospholipase 1, a PME1 counter-screen; O75608; recombinant LYPLA1, FP-Rh probe fluorescence polarization; inhibition, % at 5.9 µM; 320,000 compounds, 0.16% hits;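 active = inhibition above the mean of all tested compounds plus 3 SD, set per campaign, cut at about 14% in these data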;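 also: inhibitors block serine hydrolase probe labeling of LYPLA1 so polarization falls; 0% = enzyme with DMSO and 100% = wells lacking LYPLA1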
Fam108B inh: Fam108B inhibition, counter-screen for RBBP9 inhibitors | recombinant Fam108B, FP-Rh probe fluorescence polarization | inhibition, % at 9.51 µM | 300,000 compounds, 0.33% hits | AID 1947;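 active = inhibition above the screen mean inhibition plus 3 SD, computed separately per campaign, cut at about 18% in these data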;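 also: inhibitors lower polarization as less probe binds the enzyme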
pPAFAH FP inh: pPAFAH (human) enzyme inhibition; Q13093; recombinant pPAFAH, FP-rhodamine probe fluorescence polarization; inhibition, % at 3.39 µM; 330,000 compounds, 1.5% hits;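 active = inhibition above the mean inhibition across the screen plus 3 SD, cut at about 25% in these data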;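 also: inhibitors block binding of the rhodamine activity-based probe so polarization drops; 0% = enzyme with DMSO and 100% = wells lacking pPAFAH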
PAFAH1B3 FP inh: blocks human PAF acetylhydrolase 1B catalytic subunit 3; Q15102; recombinant PAFAH1B3, FP-rhodamine probe, fluorescence polarization; inhibition, % at 3.39 µM; 340,000 compounds, 0.28% hits;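 active = inhibition above the screen-wide average of all tested compounds plus 3 SD, cut at about 25% in these data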;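 also: 0% = enzyme with DMSO only and 100% = wells lacking PAFAH1B3 protein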
PAFAH2 inh: inhibitors of human PAFAH2. Q99487. recombinant PAFAH2, FP-rhodamine activity probe, fluorescence polarization. inhibition, % at 3.39 µM. 340,000 compounds, 0.99% hits;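 active = inhibition above the mean over all tested compounds plus 3 SD, cut at about 30% in these data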;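 also: inhibitors block probe labeling of enzyme so polarization drops; 0% = enzyme with DMSO and 100% = wells lacking PAFAH2 protein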
PME-1 inh: blocks human protein phosphatase methylesterase 1. Q9Y570. 320,000 compounds, 0.53% hits. inhibition, % at 5.9 µM. recombinant PME-1, FP-Rh probe fluorescence polarization. AID 2130;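 active = inhibition above the campaign mean of all compounds plus 3 SD, cut at about 26% in these data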;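 also: competitive labeling of PME-1 active site by serine hydrolase directed probe; 0% = PME-1 with DMSO and 100% = wells lacking PME-1 enzyme; inhibitors block probe labeling so polarization falls and inhibition rises; many of its hits are not listed in these tables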
Target sequence (Q9Y570 whole entry, looked up): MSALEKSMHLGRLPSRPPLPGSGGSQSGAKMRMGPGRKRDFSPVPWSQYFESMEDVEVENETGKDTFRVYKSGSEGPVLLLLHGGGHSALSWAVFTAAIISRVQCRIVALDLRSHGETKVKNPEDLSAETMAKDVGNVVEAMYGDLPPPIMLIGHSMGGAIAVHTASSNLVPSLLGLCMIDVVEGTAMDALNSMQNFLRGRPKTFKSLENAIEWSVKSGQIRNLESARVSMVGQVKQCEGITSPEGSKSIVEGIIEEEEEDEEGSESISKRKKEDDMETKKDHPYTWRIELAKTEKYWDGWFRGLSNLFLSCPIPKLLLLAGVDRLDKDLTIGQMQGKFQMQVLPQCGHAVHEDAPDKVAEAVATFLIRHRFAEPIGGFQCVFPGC
PAD4 inh: inhibitors of human PAD4; recombinant PAD4, RCA probe fluorescence polarization; inhibition, % at 6.36 µM; 330,000 compounds, 0.41% hits;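 active = percent inhibition above a cutoff equal to the mean of all tested compounds plus 3 SD, cut at about 15% in these data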;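 also: 0% = PAD4 with RCA probe and DMSO and 100% = probe without PAD4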
* = called active by the depositor; nt = not tested or not shown. A portion of the library; the hit share may differ from the screen's.

SMILES	GSTO1 counter	PAFAH1B2 inh	LYPLA1 inh	Fam108B inh	pPAFAH FP inh	PAFAH1B3 FP inh	PAFAH2 inh	PME-1 inh	PAD4 inh
O=C(Cn1cnc2c(oc3ccccc32)c1=O)N1CCN(c2ccccc2)CC1	-4	2	0	-2	1	-4	1	-3	-6
CCOC(=O)C(=O)NNc1cccc(C)c1C	4	1	-2	-2	-5	7	3	-2	-3
O=C(CNC(=O)C(c1ccccc1)c1ccccc1)N/N=C/c1ccc(O)c([N+](=O)[O-])c1	8	23	1	0	9	9	21	1	-1
CC(=O)OC[C@H]1O[C@@H](O/N=C/[C@@H](C)[C@H](OCc2ccccc2)C(C)C)[C@H](OC(C)=O)[C@@H](OC(C)=O)[C@@H]1OC(C)=O	-2	nt	3	-5	6	nt	nt	-2	3
Cc1ccc(-c2c(C)n([O-])c3c([n+]2=O)CCCCC3)o1	6	-4	1	1	2	6	-14	2	-5
COc1ccc(/C=N/NC(=O)c2nc(-c3ccccc3)cc(-c3ccccc3)n2)cc1OC	7	-3	-1	-5	1	-10	-39	-8	2
O=C(NC(=S)Nc1nc(-c2cccc([N+](=O)[O-])c2)cs1)c1ccccc1Cl	-2	nt	-1	-40	-1	nt	nt	-6	-2
O=C(NCC(c1cccnc1)N1CCOCC1)c1cccs1 (centres undefined)	-5	3	3	-3	2	-1	1	5	-3
Cc1ccccc1NC(=O)c1sc(NC(=O)COc2ccccc2)c(C#N)c1C	-1	3	-3	-3	7	2	7	9	5
Cc1nn(C)c(C)c1CN(C)S(=O)(=O)c1ccc2ccccc2c1	5	4	3	-1	1	7	-2	2	2
CC1CN(S(=O)(=O)c2cccc(C(=O)NCc3ccc4c(c3)OCO4)c2)CC(C)O1 (centres undefined)	-1	-1	4	1	3	-1	-6	5	2
Cc1ccc2c(c1)nnn2C1CCN(CC(=O)Nc2ccc3c(c2)OCCO3)CC1	-5	6	5	-2	12	-3	-4	4	2
CCOC(=O)c1sc2nc(N3CCOCC3)c3c(c2c1N)CCN(Cc1ccccc1)C3	9	5	1	2	4	4	-6	-1	3
O=C(O)CSc1cc(C(F)(F)F)nc(-c2ccccn2)n1	-3	5	-1	-5	2	10	-5	3	-2
c1ccc(-c2nc3cccnc3nc2-c2ccccc2)cc1	-2	12	-1	2	-2	-7	4	4	4
CCOC(=O)c1nn(-c2ccccc2F)c2nc(Nc3ccccc3)cc(=O)n12	1	6	3	1	2	9	-4	-1	-6
COC(=O)c1ccccc1NC(=O)c1noc2c1CCCC2	2	1	-1	1	6	-1	-3	4	2
COc1ccc(N=c2scc(C)n2CCCN2CCCC2=O)cc1	-7	-1	-1	1	4	1	7	1	2
Cc1cc(O)cc(O)c1C(=O)Cc1ccccc1	7	6	0	0	5	-5	-5	0	2
COc1ccc(C(=O)O/N=C2\CCS(=O)(=O)c3sccc32)cc1	-3	2	3	2	9	10	89*	7	1
COC(=O)c1nc(NC(C)=O)n[nH]1	0	nt	3	2	3	nt	nt	4	-2
CCOC(=O)COc1ccc(/C=C2/SC(=Nc3ccccc3)N(Cc3cccnc3)C2=O)cc1OC	-5	-9	3	-5	1	1	-12	12	1
CCN(CC(=O)Nc1ccccc1OC)C(=O)CN1C(=O)NC(C)(c2ccc(C)cc2)C1=O (centres undefined)	nt	1	1	nt	-3	-2	9	-4	0
COc1ccc(C(=O)OCC(=O)Nc2ccc3[nH]c(=O)[nH]c3c2)c(OC)c1OC	-3	6	6	1	5	8	2	2	-5

Continued, starting with the last two of the part before.
SMILES	GSTO1 counter	PAFAH1B2 inh	LYPLA1 inh	Fam108B inh	pPAFAH FP inh	PAFAH1B3 FP inh	PAFAH2 inh	PME-1 inh	PAD4 inh
CCN(CC(=O)Nc1ccccc1OC)C(=O)CN1C(=O)NC(C)(c2ccc(C)cc2)C1=O (centres undefined)	nt	1	1	nt	-3	-2	9	-4	0
COc1ccc(C(=O)OCC(=O)Nc2ccc3[nH]c(=O)[nH]c3c2)c(OC)c1OC	-3	6	6	1	5	8	2	2	-5
O=C(NC1CCC(O)CC1)c1cccc2cccnc12 (centres undefined)	-9	4	-1	1	-1	7	-3	0	0
O=C(CCNS(=O)(=O)c1cccc2nsnc12)NCc1ccccc1Cl	5	2	0	-5	2	-6	9	1	-9
CN(c1ccccc1)S(=O)(=O)c1cccc(NC(=O)C2=NNC(=O)CC2)c1	nt	-1	nt	nt	3	7	3	nt	-4
COC(=O)c1cccc(-c2ccc(C(c3c(C)[nH][nH]c3=O)c3c(C)[nH][nH]c3=O)o2)c1	59*	8	-3	-1	1	15	14	-1	8
CCOc1cccc(/C(O)=C2/C(=O)C(=O)N(CCOC)C2c2ccco2)c1 (centres undefined)	-5	2	3	0	0	1	-4	0	-2
S=C(NCCCN1CCOCC1)N1CCN(c2nc(-c3ccccc3)cs2)CC1	8	3	0	2	5	5	-4	-3	4
O=C(O)c1cccc(NCc2ccncc2)c1	4	nt	5	-3	0	nt	nt	1	4
CC12C(=O)N(c3cccc(OC(=O)c4ccco4)c3)C(=O)C1C1c3ccccc3C2c2ccccc21 (centres undefined)	-1	3	-3	-7	-2	2	2	-5	5
O=[N+]([O-])c1ccc(C(O)CN2CCOCC2)cc1 (centres undefined)	-2	0	-3	-2	4	3	-1	-2	3
Cc1nnc(SCC(=O)NNC(=O)c2ccc(Cl)cc2)n1CC1CCCO1 (centres undefined)	1	1	-2	2	-1	-1	1	-2	2
Nc1nc(Nc2ccc(Cl)cc2)nc2ccccc12	-14	6	-1	7	-1	11	3	-34	-1
Cc1ccc(Nc2nc(-c3ccc(O)cc3O)cs2)nc1	22	10	-13	13	2	14	7	29*	-3
O=C(NNc1nc2ccccc2s1)C1CC1	2	3	4	-4	6	9	2	-2	6
CC(C)n1c(CCC(=O)O)ccc1-c1ccccc1	1	1	-2	0	2	-2	1	-7	-6
CCc1c(C(=O)N2CCCN(C)CC2)csc1C	-1	-9	-2	-8	4	3	6	-1	-3
Cc1ccccc1CC(=O)N1CCN(C(=O)C2CCCO2)CC1 (centres undefined)	4	5	-3	0	0	1	2	6	0
Cc1cc(Oc2ccc(OCC(N)=O)nn2)nc(Cl)n1	-4	2	-2	0	-1	6	-9	-1	-2
O=C(O)c1ccc(Sc2nnc(-c3cccc(Br)c3)o2)c([N+](=O)[O-])c1	16	3	1	-6	4	9	15	11	1
O=Cc1cn[nH]c1-c1cccc([N+](=O)[O-])c1	2	-2	-1	-3	-9	5	-7	-3	6
Cc1nc2nc(-c3ccccc3)cn2nc1C	10	2	-3	-4	-4	3	-1	-12	-9
Cc1ccc(-n2nc3c(=O)n(C(C)C(=O)NCc4ccco4)nc(C)c3c2C)cc1 (centres undefined)	-4	-6	1	-2	-1	10	3	5	2
COc1ccc(Cl)cc1NC(=O)CN(C)C(=O)CCNC(=O)c1ccccc1OC	nt	2	4	nt	-2	8	4	1	-7
COCCNC(=O)c1cccc2c1C(=O)c1ccc(N3CCOCC3)cc1S2(=O)=O	nt	-3	nt	nt	4	-8	-18	nt	-5
CC(C)N=C1SCC(C)(/C=N/O)S1 (centres undefined)	8	5	-2	1	4	4	2	1	-4
CC(Oc1ccc2c3c(c(=O)oc2c1)CCC3)C(=O)N[C@@H](Cc1ccccc1)C(=O)O (some centres undefined)	-3	9	0	1	7	10	5	1	-1
CC1(C)CC(=O)c2sc(NS(C)(=O)=O)nc2C1	1	9	-1	2	4	3	2	-7	3
CC(=O)c1ccccc1NC(=O)c1ccc2c(c1)NC(=O)C(C)S2 (centres undefined)	-37	-2	-6	-4	2	4	2	-37	5
O=C(Nc1ccccc1Cl)N1C2CCC1CC(O)(c1cccnc1)C2 (centres undefined)	6	-4	1	0	6	5	9	-4	3
COC(=O)c1ccccc1NC(=O)CCC(=O)N1CCSc2ccccc21	1	9	2	-2	41*	-2	1	6	2
C[C@@H](CN1C2=NC[C@H](Cc3ccccc3)N2C[C@H]1Cc1ccc(O)cc1)NC(=O)CCC1CCCCC1	-3	7	2	1	-1	10	-5	0	0
Cc1ccc(-c2nc(S(=O)(=O)c3ccc(C)cc3)c(N3CCOCC3)o2)cc1	2	3	-4	-2	0	5	-4	-4	-4
COc1ccc(/C(N)=N/OC(=O)Cc2cccs2)cc1	2	4	-2	4	1	5	-7	-4	-2
COc1ccc(CCNC(=O)C2CCCN(S(=O)(=O)c3ccc(OC)cc3)C2)cc1 (centres undefined)	4	9	0	0	0	-7	1	-1	0
CCCOc1ccc(C(F)(F)F)cc1NC(=O)c1cc(C)on1	nt	4	2	nt	-4	-6	-2	-11	0
CN1C(=O)/C(=C/c2ccc(C(=O)Nc3ccc(O)cc3C(=O)O)cc2)SC1=S	17	7	0	19*	30*	15	2	35*	5
O=C1CC(c2ccccc2)Cc2nc(N3CCc4ccccc43)ncc21 (centres undefined)	1	-4	1	-1	5	2	9	1	-2
CCCCOC(=O)C1C2C=C[C@]3(CN(C(C)c4ccc(OC)cc4)C(=O)[C@H]13)O2 (some centres undefined)	8	4	1	7	3	10	-9	-3	3
CCC(=O)Nc1cccc(NC(=O)c2cccc([N+](=O)[O-])c2)c1	-4	-4	-2	0	1	-7	2	-3	1
S=C(NCC1CCCO1)Nc1cc(Cl)c(Cl)cc1Cl (centres undefined)	7	3	1	-1	9	-1	21	-8	1
COCCn1c(-c2ccc(F)cc2)nc2cccnc21	28	0	-3	-2	7	5	-12	-1	5
CNc1c([N+](=O)[O-])cnn1-c1ccccc1F	1	nt	-1	0	3	nt	nt	0	0
OCC1OC(n2cnc3c(NCCc4ccccc4)ncnc32)C(O)C1O (centres undefined)	-1	5	1	-8	-7	-3	3	-5	-3
Cc1ccc(C(=O)N/C(=C/c2cccnc2)C(=O)NCc2ccco2)cc1	0	5	-1	-2	-1	7	-2	1	-2
CCOC(=O)c1ccc(Nc2nc(N)c3cc(OC)c(OC)cc3n2)cc1	-1	8	-3	12	9	-4	4	27*	-3
Clc1ccc(OCc2nnc(SCc3nnc(-c4ccccc4)o3)o2)c(Cl)c1	12	5	-7	-7	13	-9	-5	-3	-3
Cc1ccc(S(=O)(=O)N(C)C)cc1NC(=O)COC(=O)CCC(=O)c1cccs1	5	6	-3	1	8	6	8	4	-1
Cc1nn(CC(=O)Nc2c(F)c(F)cc(F)c2F)c(=O)c2cccn12	-3	-2	0	0	-1	1	6	2	-3
Cc1cccc(CCNC(=O)CC2C(=O)NCCN2CC2CCCCC2)n1 (centres undefined)	-2	2	0	5	3	12	4	4	1
Cc1ccc(NC(=O)CCc2nnc3ccc(N4CCC5(CC4)OCCO5)nn23)cc1F	-15	-2	-1	-2	-1	0	3	10	-1
O=C(Cc1cn(-c2ccccc2)nc1-c1ccccc1)N1CCCCC1	-5	3	2	0	-5	-4	2	-2	2
O=C(CN1C(=O)c2cccc3cccc1c23)Nc1cccnc1	-4	3	-3	4	-1	3	-4	3	0
NS(=O)(=O)c1ccc(NC(=S)N2CCC(O)CC2)cc1	-2	3	2	0	0	-3	-5	3	-1
CCOC(=O)c1c(C)n(C)c2ccc(OC)c(NC(=O)CN3CCN(Cc4ccccc4)CC3)c12	4	2	0	-6	7	-5	-3	-1	-3
CC(OC(=O)c1ccccc1NCCO)C(=O)NCC(=O)Nc1ccc(F)c(F)c1F (centres undefined)	4	0	-2	-5	5	4	3	-2	0
COc1ccc2c(c1OC)C(=O)OC2Nc1ncccc1C (centres undefined)	3	0	0	9	-4	9	-12	-3	-3
